# All columns: NCI-60 one-dose screen, growth in % after 48 h at 10 µM unless noted; 100 = growth as untreated, 0 = no growth, -100 = all killed.
# SK-MEL-28 = SK-MEL-28 melanoma; hit rate 4.1% among 81,000; AID 1794761
# UACC-257 = UACC-257 melanoma. hit rate 4.4% among 78,000
# MALME-3M = MALME-3M melanoma; hit rate 5.8% among 78,000; AID 1794766
# SK-MEL-2 = SK-MEL-2 melanoma; hit rate 4.7% among 77,000
# MDA-MB-435 = MDA-MB-435 melanoma. hit rate 7.8% among 82,000
# SK-MEL-5 = SK-MEL-5 melanoma. hit rate 6.4% among 80,000
# UACC-62 = UACC-62 melanoma | hit rate 5.4% among 81,000
# M14 = M14 melanoma; hit rate 6.2% among 80,000
# * marks the source's active call; other numbers are inactive results; x = not tested or not shown; & = joins results of further samples. How the source made its calls: active means growth percent below 10; inactive means the rest.
SMILES,SK-MEL-28,UACC-257,MALME-3M,SK-MEL-2,MDA-MB-435,SK-MEL-5,UACC-62,M14
O=C1/C=C/[C@@H](O)[C@@H]2C[C@@H](O)C[C@H]2/C=C/CCC[C@H](C(F)(F)F)O1,-8.6*,6.0*,-11*,-18*,6.7*,-98*,-3.9*,13
Cc1ccc(N2NOC(=O)/C2=C2\CC(c3ccccc3)N=N2)cc1 (centres undefined),111,98,102,119,114,93,102,97
COc1ccc(C2Oc3ccccc3C(=O)C2SC(=S)N2CCOCC2)cc1 (centres undefined),98,89,98,93,83,76,84,96
Cc1nn(C(N)=O)c(C)c1N=Nc1ccc2oc(=O)ccc2c1,98,97,83,51,83,87,65,58
O=C(O)c1ccccc1Nc1ccccc1[N+](=O)[O-],112,101,112,x,100,116,118,106
CCCCS(=O)(=O)c1cc(Nc2ccc(O)c3c2C(=O)c2ccccc2C3=O)ccc1C,72,76,2.3*,92,-86*,-13*,33,21
O=C(Cn1c(=O)ccn(CCCCCOc2ccc(Br)cc2)c1=O)NCc1ccc(Oc2ccccc2)cc1,66,x,76,71,53,15,36,69
O=C(NCCCCCCNC(=O)C1CCCN1C(=O)OCc1ccccc1)C1CCCN1C(=O)OCc1ccccc1 (centres undefined),110,105,x,121,109,101,96,104
Nc1c2c(=O)n3c(nc2nn1-c1nc2ccc(Cl)cc2s1)-c1ccccc1Sc1ccccc1-3,93,91,x,81,88,60,64,88
C(=C(\C1=NCCN1)n1ccc2ccccc21)/c1ccc2ccccc2c1,94,102,79,105,87,85,74,71
Cn1cc(-c2csc(-c3cn(CCCN4CCOCC4)c4ccccc34)n2)c2cccnc21,89,89,108,92,92,65,92,84
O=C(Nc1nnc(-c2cc(O)c(O)c(O)c2)s1)c1ccccc1,105,97,96,x,100,100,113,108
Cc1[nH]c2ccccc2c1C1c2ccccc2C=CN1C(=O)C(C)(C)C (centres undefined),105,115,102,112,108,94,87,x
COc1ccc(/C=C/C(=O)c2cccc(Nc3nc(Cl)nc4cc(OC)c(OC)cc34)c2)cc1,101,113,107,97,85,93,86,93
O=C(/C(Cl)=N/O)c1ccc(O)c(O)c1,103,93,94,95,102,103,102,97
O=C(Nc1ccc(Cl)cc1)Nc1ccc(Nc2nncc3ccccc23)cc1,44,15,38,19,14,7.1*,13,19
COc1cc(OC)cc(C(=O)C[n+]2cccc3cc[nH]c32)c1,100,-44*,99,103,99,97,90,96
Cc1csc(NC(c2ccccc2C)c2c(C)nc3ccccn23)n1 (centres undefined),108,97,x,88,102,95,94,97
O=C(N/N=C/c1cccnc1)c1ccccc1Nc1cccc(C(F)(F)F)c1,85,75,65,101,26,74,102,73
O=c1ssc2ncccc12,109,89,51,101,92,76,49,79
CCCCCCCOc1ccc(S(=O)(=O)Nc2cccc(F)c2C(=O)O)cc1,117,99,108,104,105,97,97,102
OCC1OC(n2cnc3c(SCc4ccccc4)nc(F)nc32)C(O)C1O (centres undefined),110,112,111,115,99,100,100,112
C/C=C/C(/C=C/C)(C(=O)OCCN(CC)CC)C(/C=C/C)(/C=C/C)C(=O)OCCN(CC)CC,103,111,92,90,109,97,106,99
Cn1c(=O)c2[nH]c(CCCCC(=O)O)nc2n(C)c1=O,118,103,115,111,110,108,102,111
COc1ccc(OC)c(C(=O)CCCCC(=O)c2cc(OC)ccc2OC)c1,102&108,89&90,77&89,91&85,98&94,103&91,85&92,93&94
CCOC(=O)c1c2c(c(C)n1Cc1ccc(OC)cc1)-c1[nH]c(=O)ncc1CC2,115,116,x,121,103,148,92,104
O=C1N/C(=N\c2ncn[nH]2)S/C1=C\c1cccs1,91,100,87,94,92,99,83,85
CC(=O)CCC(NC(C)=O)C(=O)O (centres undefined),104,78,98,100,101,98,99,90
COC1OC(COS(=O)(=O)c2ccc(C)cc2)C2OC(C)(C)OC12 (centres undefined),101,95,89,112,96,106,101,102
c1ccc(CN(Cc2ccccc2)c2ccccc2)cc1,109,105,115,x,107,104,96,101
N#Cc1c(NC(=O)c2cccs2)[n+]([O-])c2cc(Cl)c(Cl)cc2[n+]1[O-],117,x,89,93,102,54,79,94
O=C(NO)c1ccc(O)cc1,111,80,118,93,126,107,95,105
N#Cc1nc(-c2ccc(Cl)cc2)oc1N1CCN(c2ccc(F)cc2)CC1,102,110,95,115,82,100,95,105
Cc1cc2c(cc1C)NC1=C(N2)OC(c2cccc(O)c2)C1=O (centres undefined),121,99,x,109,111,96,94,103
CCOC(=O)c1ccc(C)cc1,111,x,113,125,105,106,107,109
NCCCC[C@H](NC(=O)[C@@H]1CCCN1C(=O)Cc1cccc2ccccc12)C(=O)N[C@@H](CCCN=C(N)N)C(N)=O,106,95,94,108,99,99,97,89
CC(C)Sc1nc(N)nc2nc[nH]c12,124,121,127,128,131,100,95,102
CCCCN1C(=O)/C(=c2\sc3n(c2=O)NC2C(N=3)N(CC)C(=O)N2CC)c2ccccc21 (centres undefined),66,31,58,59,-42*,55,37,25
CCCCCc1ccc(S(=O)(=O)Nc2cc(-c3csc(NC(=O)CN4CCN(C)CC4)n3)ccc2OC)cc1,-69*,-49*,-85*,74,-84*,-93*,-58*,x
COC(=O)C(Cc1ccccc1)NS(=O)(=O)/N=C1\NC(=O)NC1=C(Cl)Cl (centres undefined),102,91,95,60,105,98,79,93
Cc1ccc(/C(C#N)=C/c2ccc3c(c2)OCO3)cc1,81,87,84,43,-11*,59,74,75
CCCNc1nc(SC)nc(-c2cccc(N)c2)c1C#N,121,111,98,111,103,97,89,101
COc1cc(Cc2cc(-c3ccccc3)nn(C/C(=N/O)c3ccccc3)c2=O)cc(OC)c1OC,86,81,84,84,84,79,55,86
COc1ccc(C(O)Cc2ccc(Cl)cc2)cc1 (centres undefined),99,111,104,107,93,95,90,96
COC(=O)c1ccc(N)cc1O,98,104,110,100,117,105,103,100
CCN(CC)c1ccc(/C=C2\Oc3ccc(O)c(-c4ccccc4)c3C2=O)cc1,101,105,105,104,92,90,98,87
CCCCCCCNc1nc(C(=O)OCCCC)ncc1-c1ccc(C(F)(F)F)cc1,98,89,98,x,107,97,99,103
O=C(CSc1nnc(-c2cc(-c3ccccc3)nc3ccccc23)n1-c1ccccc1)c1ccccc1,101,99,91,87,102,99,99,99
Cc1cc(C)c2c(=O)cc(C(=O)Nc3nonc3-c3ccc4c(c3)CCCC4)oc2c1,100,94,102,99,99,96,90,95
COc1ccc(N=Nc2c(N)nn3c(-c4ccc(C)cc4)ccnc23)cc1,102,103,100,101,107,95,96,106
# Next section.
SMILES,SK-MEL-28,UACC-257,MALME-3M,SK-MEL-2,MDA-MB-435,SK-MEL-5,UACC-62,M14
COc1ccc(-c2cnnn2-c2nonc2-n2cccc2)cc1OC,68,80,25,38,-37*,56,54,40
CCCC(=O)NC(c1ccc2c(c1)OCO2)c1cc(Cl)c2cccnc2c1O (centres undefined),46,38,42,59,37,38,11,26
CCOCc1nc2nc(Cl)c(Cl)nc2[nH]1,102,99,106,108,107,x,109,98
Nc1ccc(S(=O)(=O)c2ccc(NO)cc2)cc1,105,106,144,93,97,102,115,117
NNC(=O)NCn1c(=O)[nH]c2ccccc2c1=O,103,111,105,107,104,100,102,102
CCN(CC)Cc1cc(Nc2c3ccc(Cl)cc3nc3ccc(OC)cc23)ccc1O,-5.7*,-39*,112,101,60,86,103,-68*
CCOC(=O)C(=Cc1ccccc1)C(=O)OCC,98,82,96,91,87,80,92,92
Cc1cc([N+](=O)[O-])c2ccccc2c1N,106,74,91,94,97,95,85,86
COc1ccc(/C=C/C(=O)c2c(C)nc3ccccc3c2/C=C/c2ccccc2)cc1OC,77,76,97,76,18,60,48,30
CS(=O)(=O)Oc1c(Cl)c(Cl)c(OS(C)(=O)=O)c(Cl)c1Cl,108,96,111,112,103,101,109,107
CCn1c(SCC(=O)NN)nc2c1c(=O)n(C)c(=O)n2C,102,108,99,110,100,102,95,98
CC(C)c1ccccc1NC(=O)N1CCC(C(C)C)CC1,106,96,105,x,92,97,105,107
COc1cc(OC)c2cc(-c3nc(OC)nc(OC)n3)cnc2c1,109,116,109,110,106,95,94,103
NC(N)=N/N=C/CN1C(=O)c2ccccc2C1=O,109,100,112,108,113,108,106,106
CC1(C)CC(NCc2ccccc2)=CC(=S)N1,101,x,85,120,99,98,95,96
O=C(Cn1cc(CN2CCN(c3ccnc4cc(Cl)ccc34)CC2)nn1)Nc1ccc([N+](=O)[O-])cc1,102,111,110,113,108,93,82,107
COc1nc2c(cc1S(=O)(=O)c1ccccc1)CCCc1ccn(C)c1-2,101,80,79,70,83,79,56,77
CCOC(=O)C(=NNc1ccccc1)C(=O)OCC,104,94,104,106,114,103,102,100
Nc1nc(-c2n[nH]c(=S)n2-c2ccc(Cl)cc2)cs1,108,x,102,x,104,110,100,101
COc1ccc(C(c2ccc(OC)c(OC)c2)c2ccc(OC)c(OC)c2)cc1OC,109,92,111,125,115,107,103,104
CCCC(=O)c1cc(C)cs1,105,101,98,107,101,109,96,101
CCN(CC)CC(OC)C(O)COC (centres undefined),107,90,110,98,120,94,90,101
O=S(=O)(COCc1ccc(Cl)c(Cl)c1)c1ccccc1,108,99,95,97,102,109,100,99
Nc1ncnc2c1N=C1c3ccccc3C(=O)C1C(c1ccc(Cl)cc1)N2 (centres undefined),105,106,108,85,92,91,91,95
Clc1ccc(Br)c(-c2nc3ccccc3[nH]2)c1,100&103,92&95,92&109,122,104&99,100&96,89&93,104&102
Cc1cnccc1N,109,104,103,110,105,101,96,103
O=C1CCCc2cc(OCCCCNC3CCCCC3)ccc2N1,107,107,90,113,107,104,92,102
COc1cc2nc(N3CCN(C(=O)c4ccco4)CC3)nc(N)c2cc1OC,x,x,x,x,103,x,x,x
COc1nccc2c(Nc3ccc(S(=O)(=O)Nc4cnc5ccccc5n4)cc3)nc(N)nc12,120,106,132,96,115,81,81,105
COC(=O)[C@@H](Cc1c[nH]c2ccccc12)NC(=O)[C@@H](C)NCc1ccc2[nH]ccc2c1,107,89,104,x,103,95,107,98
CC(C)(C)NC(=O)C1CSC2(C(=O)Nc3ccccc32)N1C(=O)C1CCCCC1 (centres undefined),103,94,96,97,105,98,89,103
CCN1C(=O)N(CC)C2NNC(Sc3c(C(=O)O)c4ccccc4n(CC(C)C)c3=O)=NC21 (centres undefined),54,50,48,19,-51*,2.3*,15,22
COc1cc(CSC(=N)N)cc(OC)c1,104,86,105,97,107,107,100,101
FC(F)(F)c1ccc(-c2nc3ccccn3c2NCCN2CCOCC2)cc1,98,93,104,101,102,98,93,96
Nc1nc(C=O)c(CCCCc2ccccc2)c(=O)[nH]1,110,127,x,94,96,109,110,96
CCCCCCCCCCCC1=NC(C)(C)CN1CC(C)O (centres undefined),60,60,79,63,-7.4*,34,-49*,-2.1*
O=C(O)CCCN1C(=O)CSC1=S,105,96,102,104,98,101,96,93
O=C(CNc1ccccc1)N1CCN(c2ncnc3c2cnn3-c2ccccc2)CC1,87,75,68,47,70,22,51,76
O=C1Nc2ccccc2/C1=N/N1C(=O)CN(c2ccc(F)cc2)C1=O,109,97,96,99,94,99,90,109
O=C1/C(=C\c2ccc3ccccc3c2)Sc2ccc(Cl)cc21,117,103,91,101,102,94,78,97
COc1cc(CNS(=O)(=O)c2ccc(C)cc2)ccc1OCc1cn(-c2cccc([N+](=O)[O-])c2)nn1,103,96,89,100,102,92,90,101
COc1cc(-c2cc(=O)c3c(C)cc(O)cc3o2)cc(OC)c1OC,86,93,100,97,70,72,59,92
Cc1nn(-c2ccccc2)c(-n2ccnc2)c1/C=N/NC(N)=S,105,100,94,105,100,96,92,96
CN(C)Cc1cc(Cl)cc(CN(C)C)c1O,110,97,128,129,119,117,101,96
COC(=O)c1nc(N)nc(C(=O)OC)c1C(=O)c1ccc(Cl)cc1,111,107,98,99,105,101,95,101
Cc1ccc(S(=O)(=O)n2cc(C3C(Cl)C(=O)N3c3ccc(N4CCOCC4=O)cc3)c3ccccc32)cc1 (centres undefined),69,74,56,75,-21*,44,51,26
O=C(N/N=C\c1ccc(O)c(S(=O)(=O)O)c1)N/N=C/c1ccc(O)c(S(=O)(=O)O)c1,112,88,98,98,111,101,94,99
CCN1C(=O)C=CC1=O,136,138,121,115,106,107,100,x
CCN(CC)CCNc1ccc(C)c2sc3cc(C)ccc3c(=O)c12,75,65,73,56,37,22,-15*,-46*
O=C1S/C(=C\c2ccc(F)cc2)C(=O)N1Cc1cc2ccccc2nc1Cl,115,117,106,109,111,103,94,117

# Assay outcomes as filed in PubChem BioAssay.
